influenza NS1A: H1N1 influenza NS1A inhibitors, functional cell based assay (AID 504329); NS1A functional cell-based assay, percent inhibition; higher % means a stronger effect; one-dose inhibition, % at 12.5 µM; IC50 in µM for titrated hits; 0.3% of 340,000 active; in the data active = a potency from the dose series; inconclusive = inhibition above about 27% without an active follow-up result; note: strong numbers were not always called active
VEEV TC-83 Vero: inhibitors of VEEV TC-83 cytopathic effect, confirmation, Vero cells (AID 588727); 0.13% of 350,000 active; inhibition, % at 20 µM; hits with a dose series show IC50 in µM; Vero cells, VEEV TC-83 cytopathic effect inhibition; higher % means a stronger effect; in the data active = a potency from the dose series; inconclusive = inhibition mostly from about 14% at the one dose, without a potency; inactive = the rest, 99 in 100 with inhibition below about 12%; note: strong numbers were not always called active
M. tuberculosis HTS: M. tuberculosis growth inhibition, HTS (AID 449762) | M. tuberculosis H37Rv growth inhibition, 7H9 media; higher % means a stronger effect | inhibition, % at 25 µM, or IC50 in µM where a hit was titrated | 0.59% of 330,000 active; in the data active = a potency from the dose series; inconclusive = inhibition above about 70% without an active follow-up result;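 note: bacterial growth assessed after seven days of incubation; strong numbers were not always called active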
PhoP GFP inhibition: PhoP regulon inhibitors, Salmonella typhi PhoP promoter GFP reporter, confirmatory (AID 1850). one-dose inhibition, % at 50 µM; IC50 in µM for titrated hits. Salmonella Typhi PhoP-promoter GFP reporter, fluorescence, 4 h; higher % means a stronger effect. 0.33% of 310,000 active; in the data active = a potency from the dose series; inconclusive = inhibition mostly from about 25% at the one dose, without a potency; inactive = the rest, 99 in 100 with inhibition below about 19%;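 note: 0% = induced wells with vehicle and 100% = uninduced wells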
M. tuberculosis: growth inhibition of non-replicating M. tuberculosis (AID 488890). Mycobacterium tuberculosis non-replicating, growth inhibition; higher % means a stronger effect. inhibition, % at 25 µM; hits with a dose series show IC50 in µM. 0.39% of 320,000 active; in the data active = a potency from the dose series; inconclusive = inhibition mostly from about 82% at the one dose, without a potency; inactive = the rest, 99 in 100 with inhibition below about 76%;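 note: plate controls were DMSO cells for no effect and high antibiotic wells for full effect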
VEEV TC-83 Vero 10K pilot screen: second read-out of VEEV TC-83 Vero, no call of its own (marks repeat the call); inhibition, %; measured here: 10K pilot screen inhibition
* marks the source's active call; other numbers are inactive results; i = inactive; ? = inconclusive; / = no result given.

SMILES	influenza NS1A	VEEV TC-83 Vero	M. tuberculosis HTS	PhoP GFP inhibition	M. tuberculosis	others
Cc1ccc(S(=O)(=O)NCc2ccc(C(=O)N3CCN(c4ccccc4)CC3)cc2)cc1	15%	0.1%	4%	5%	14%
CC(=O)Nc1ccc(Oc2ccc3nc(C)[nH]c3c2)cc1	-4%	1.7%	0%	5%	8%
Cc1[nH]c2ccccc2c1C(=O)CN1CCN(C/C=C/c2ccccc2)CC1	10%	i	21%	5%	36%
O=C(NC(n1ccc(=O)[nH]c1=O)C(Cl)(Cl)Cl)C12CC3CC(CC(C3)C1)C2 (configuration not stated)	-8%	1.3%	-7%	5%	9%
COC(=O)c1cc(NS(=O)(=O)c2cccc(Cl)c2)ccc1N1CCOCC1	0%	1.0%	1%	-6%	5%
CN(C)S(=O)(=O)c1cccc(NC(=O)c2ccc(N3CCCC3=O)cc2)c1	-5%	4.0%	3%	/	-4%
Cc1cc([N+](=O)[O-])nn1CCCC(=O)NCc1ccccc1	-3%	0.9%	9%	12%	-13%
C=CCNC(=O)Nc1ccc(Br)cc1Cl	-12%	i	2%	0%	58%
O=[N+]([O-])c1ccc2nc(NN=Cc3ccc(O)cc3)sc2c1	1%	9.9%	/	/	/
O=C(Nc1cccc(S(=O)(=O)NC2=NCCC2)c1)c1ccc(C(F)(F)F)cc1	-8%	2.1%	5%	/	1%
c1ccn(CCc2ccncc2)c1	-1%	0.8%	/	/	/
CC(=O)NC(Cc1ccc(C)cc1)C(=O)NC1CCN(C(=O)NCc2ccccc2)CC1 (configuration not stated)	-2%	2.0%	/	/	/
O=[N+]([O-])c1nn(-c2ccc3c(c2)OCCO3)n(O)c1=NC1CCCC1	15%	2.8%	4%	1%	21%
COC(=O)C1=C(c2ccc(-c3ccccc3)c(F)c2)C[C@@H]2CC[C@H]1N2C(=O)N1CCC(O)CC1	3%	1.6%	-1%	/	-6%	VEEV TC-83 Vero 10K pilot screen=1.1
CN(C)C(=O)CSc1nnc([C@H](Cc2c[nH]c3ccccc23)NC(=O)OC(C)(C)C)o1	2%	0.4%	4%	5%	/
COc1ccc(C)cc1NC(=O)c1nnn(Cc2cc(C)ccc2C)c1N	2%	i	-6%	-10%	10%
O=C(O)Cc1cn(Cc2ccc(F)cc2)c2ccccc12	5%	i	3%	-5%	3%
CCn1nc(C)cc1C(=O)NC1CCCc2c1cnn2-c1ccc(C)c(C)c1 (configuration not stated)	-9%	3.8%	10%	-6%	25%
Cc1ccnc(NS(=O)(=O)c2ccc(N=CC3=C(O)CC(C)(C)CC3=O)cc2)n1	-2%	1.5%	5%	37%	68%
N#CCSc1ccccc1NC(=O)COc1ccc(-c2nnco2)cc1	-8%	2.2%	3%	/	31%
O=S(=O)(c1cc(Cl)ccc1Cl)N1CCN(Cc2ccco2)CC1	-7%	8.9%	-1%	-16%	11%
CCN1CCN(Cc2nc3c(c(=O)n(C)c(=O)n3C)n2CCc2ccccc2)CC1	-5%	1.9%	/	-6%	/
O=C(NCCCNC(=O)c1ccco1)c1ccco1	13%	0.6%	-5%	-2%	-18%
CC(C)CCN(C(=O)C1=COCCO1)c1c(N)n(Cc2ccccc2)c(=O)[nH]c1=O	13%	7.4%	2%	1%	26%

Grouped by structure: those above with a furan ring, fused or not (2)
SMILES	influenza NS1A	VEEV TC-83 Vero	M. tuberculosis HTS	PhoP GFP inhibition	M. tuberculosis	others
O=S(=O)(c1cc(Cl)ccc1Cl)N1CCN(Cc2ccco2)CC1	-7%	8.9%	-1%	-16%	11%
O=C(NCCCNC(=O)c1ccco1)c1ccco1	13%	0.6%	-5%	-2%	-18%

Other records
SMILES	influenza NS1A	VEEV TC-83 Vero	M. tuberculosis HTS	PhoP GFP inhibition	M. tuberculosis	others
COc1ccc2c(c1)OC[C@H]1[C@H]2N2C(=O)CN(Cc3ccco3)C(=O)[C@@]2(C)[C@H]1c1ccccc1	-5%	6.0%	?	/	41%
CCOC(=O)c1ccc(S(=O)(=O)N2CCC(C(=O)Nc3nnc(C)o3)CC2)cc1	-4%	1.8%	/	/	/
CCC(=O)N1CCCc2cc(S(=O)(=O)CCC(=O)Nc3ccccc3C)ccc21	4%	0.4%	-1%	-10%	-4%
N#CCCN(C(=O)COC(=O)CCC(=O)c1cccs1)c1ccccc1	-20%	1.3%	8%	/	-4%
O=C(NNC(=S)NC(=O)c1cn(-c2ccccc2)nc1-c1ccccc1)c1ccncc1	-5%	24µM*	?	-12%	i
COC(=O)c1ccc(CNC(=O)COC(=O)CCC2CCCC2)cc1	0%	0.7%	-4%	-11%	39%
C=CCn1c2ccccc2c2nnc(SCc3[nH]c(=O)[nH]c3C(=O)CCCCC(=O)OCC)nc21	-3%	1.2%	-9%	-5%	-8%
CC(C)(C)c1ccc(OCCCC(=O)Nc2cccc(S(=O)(=O)N3CCOCC3)c2)cc1	-2%	7.3%	/	/	/
CCN(CC)CCn1c(=N)n(CC(O)c2ccc(OC)c(OC)c2)c2ccccc21 (configuration not stated)	-11%	i	5%	-1%	-21%
O=C(c1ccc(Cl)cc1Cl)N1CCN(c2ccc(N3CCOCC3)nn2)CC1	-13%	2.9%	2%	4%	4%
Cc1nnc(SCC(=O)Nc2ncc3c(n2)CC(c2ccccc2)CC3=O)s1 (configuration not stated)	-7%	0.7%	-10%	-3%	-3%
CCCCNC(=O)c1onc(CSc2cccc(C)c2)c1C(=O)O	-14%	0.3%	-2%	-5%	40%

Of the compounds above, 3 contain fluorine.
SMILES	influenza NS1A	VEEV TC-83 Vero	M. tuberculosis HTS	PhoP GFP inhibition	M. tuberculosis	others
O=C(Nc1cccc(S(=O)(=O)NC2=NCCC2)c1)c1ccc(C(F)(F)F)cc1	-8%	2.1%	5%	/	1%
COC(=O)C1=C(c2ccc(-c3ccccc3)c(F)c2)C[C@@H]2CC[C@H]1N2C(=O)N1CCC(O)CC1	3%	1.6%	-1%	/	-6%	VEEV TC-83 Vero 10K pilot screen=1.1
O=C(O)Cc1cn(Cc2ccc(F)cc2)c2ccccc12	5%	i	3%	-5%	3%

(continued)
SMILES	influenza NS1A	VEEV TC-83 Vero	M. tuberculosis HTS	PhoP GFP inhibition	M. tuberculosis	others
CCSc1ccc(-c2nn(-c3ccccc3)cc2/C=C(/C#N)C(=O)NCCCOC)cc1	-3%	0.9%	7%	11%	-12%
O=C1c2ccccc2C(=O)N1SC1CCCCC1	-15%	1.7%	4%	-25%	?
CCCCN(C(=O)CCC(=O)Nc1cc(C)on1)C(C(=O)NC(C)(C)CC)c1cccc(OC)c1OC (configuration not stated)	12%	0.4%	1%	11%	44%
CC(C)N1CCC2(CC1)N=C(c1ccc3c(c1)OCO3)CC(c1cc(Cl)ccc1O)N2 (configuration not stated)	15%	8.8%	?	-3%	?
Cn1c(CSCCOc2ccccc2)n[nH]c1=S	-14%	0.6%	-1%	-7%	12%
O=C(NC1CC1)C1CCN(C2CCN(C(=O)CCOc3ccccc3)CC2)CC1	2%	0.0%	1%	0%	8%
CCOC(=O)C1(Cc2cccc(Cl)c2)CCCN(C(=O)c2cc(C(C)C)nn2C)C1 (configuration not stated)	5%	7.5%	0%	2%	22%
O=C(Cn1c(NCCCO)nc2ccccc21)c1cccc(Br)c1	1%	4.0%	-6%	0%	2%
CC(=O)CC(=O)Nc1ccccc1NC(C)=O	13%	i	-8%	2%	-16%
COc1ccc(CNC(=O)CN(c2ccc(C)cc2)S(=O)(=O)c2c(C)noc2C)cc1	10%	2.5%	5%	4%	-1%
CCc1ccc(OCCNC(=O)c2ccccc2SCc2ccc(F)cc2)cc1	1%	i	1%	-5%	11%
O=C(c1cc(COc2ccc(F)c(F)c2)on1)N1CCN(C2CCCCC2)C(=O)C1	-1%	0.6%	6%	-9%	35%
NS(=O)(=O)c1ccc(CCNc2cc(=O)n(Cc3ccc(F)cc3)c(=O)[nH]2)cc1	-10%	i	-6%	-6%	34%
CN(C)CCNC(=O)c1onc(CSc2ccc(F)cc2)c1C(=O)NCCN(C)C	2%	i	-4%	2%	-3%
O=C(c1ccccc1[N+](=O)[O-])N1CCCC(C(=O)N2CCCCCC2)C1 (configuration not stated)	1%	1.2%	3%	-8%	-1%
O=C(Nc1nc(-c2ccc3c(c2)OCCO3)cs1)c1ccco1	2%	8.0%	8%	-2%	29%
C=CCn1c(SCC(=O)NC2CCCCC2)nnc1-c1ccccn1	-9%	0.5%	-1%	-4%	-5%
CCCCCN(C(=O)CCC(=O)OCc1ccccc1C(F)(F)F)c1c(N)n(CCCC)c(=O)[nH]c1=O	9%	0.9%	-6%	0%	2%
CCOC(=O)c1c(NC(=O)CSc2nnc(-c3ccc(Cl)cc3)o2)sc2c1CCC2	0%	1.1%	?	6%	77%
Cc1nn2c3ccccc3nc2n(C)c1=O	0%	0.5%	/	/	/
Cc1cc(C)n2nc(SCC(=O)N(C)c3ccccc3)nc2n1	-12%	0.3%	4%	-8%	-7%
Clc1cc(-c2ccccc2)nc(-c2ccccc2)n1	-8%	i	1%	-6%	12%
Cc1ccc(NC(=O)COC(=O)COc2ccc(Cl)cc2C)c([N+](=O)[O-])c1	0%	0.2%	2%	-1%	63%
O=C(NCc1ccc(OC(F)(F)F)cc1)c1cccc2c1C(=O)c1ccc(N3CCCCC3)cc1S2(=O)=O	2%	1.1%	2%	/	10%	VEEV TC-83 Vero 10K pilot screen=0.3
Cc1ccc(-n2nc3c(c2NC(=O)c2ccco2)CS(=O)C3)cc1 (configuration not stated)	-2%	1.0%	10%	-2%	4%
O=c1cccc2n1CC1CC2CN(S(=O)(=O)c2cc(Cl)ccc2Cl)C1 (configuration not stated)	-7%	i	-5%	-8%	-24%
CC(C)(C)C1CCC(=NNC(=O)CN(c2ccccc2)S(C)(=O)=O)CC1 (configuration not stated)	-4%	i	2%	0%	-5%
CCCC(=O)Nc1cc(-c2nn(C)c(=O)c3ccccc23)ccc1N1CCOCC1	-6%	4.5%	-8%	3%	1%	VEEV TC-83 Vero 10K pilot screen=3.1
COc1ccc(-c2nc(C(N)=O)c3[nH]c(=O)n(-c4cccc(Cl)c4)c3n2)cc1OC	-10%	?	/	/	/
O=C(O)c1ccc(Nc2ccc(F)c(F)c2)c([N+](=O)[O-])c1	-5%	0.5%	1%	-13%	1%
Cc1cc(C)cc(-n2ncc3c2CCCC3NC(=O)C2CCC2)c1 (configuration not stated)	-14%	i	2%	-1%	17%
COc1ccc(-n2c3c(c(=O)[nH]c2=O)C(NC(C)=O)(C(F)(F)F)C(=O)N3)cc1 (configuration not stated)	9%	0.7%	7%	-12%	-9%
CCOC(=O)Cc1csc(NC(=O)c2ccc(C)o2)n1	7%	5.2%	-5%	2%	11%
Cn1cccc1C(=O)C(=O)Nc1cccc(Cl)c1Cl	-4%	7.2%	2%	0%	7%
CC(C)c1ccc(CNc2ccc(N3CCOCC3)cc2)cc1	24%	1.0%	5%	6%	18%
O=C(NC1CCN(Cc2ccccc2)CC1)C1CCN(S(=O)(=O)c2cccc3cccnc23)CC1	-3%	2.2%	-5%	-5%	8%
O=C(NCCCNC(=O)c1ccccn1)c1ccccn1	1%	1.4%	-1%	11%	-9%
COc1cc(NC(=O)c2ccc(CNc3c(N4CCOCC4)c(=O)c3=O)cc2)cc(OC)c1	-2%	0.9%	-11%	1%	/
O=C(c1cccnc1)n1nc(-c2ccco2)nc1NCc1cccs1	-9%	4.2%	/	/	/
O=C(COc1ccc2c(c1)OCO2)Nc1nccs1	5%	i	-3%	16%	64%
CN(C)S(=O)(=O)N1CCN(S(=O)(=O)N2CCOCC2)CC1	-5%	0.3%	6%	-21%	-3%
COc1c2c(c3c(c1OC)c(=O)c1ccccc1n3C)OCO2	-19%	1.6%	/	/	/
Cc1cc(NS(=O)(=O)c2ccc(NC(=O)C(C)Oc3ccc4c(C)cc(=O)oc4c3)cc2)no1 (configuration not stated)	2%	7.9%	-11%	26%	-15%
CCOC(=O)c1ccccc1NC(=O)c1cn(-c2ccc(C)c(C)c2)c(=O)c2ccccc12	-8%	7.1%	6%	-9%	-4%
Cc1ccc(C(=O)N2CCCC(CCC(=O)N3CCN(c4ccccn4)CC3)C2)cc1 (configuration not stated)	8%	i	8%	-17%	8%
O=C(Cc1ccc(NC2=NC3CS(=O)(=O)CC3S2)cc1)NCc1ccccc1Cl (configuration not stated)	0%	1.4%	-12%	2%	-26%
CCc1nc2sc3ccccc3c(=O)c2c(=O)n1CCOC	4%	1.4%	2%	4%	18%
O=C(NCC1(c2ccccc2)CCCC1)c1ccc(Br)o1	3%	0.5%	-2%	5%	60%
O=S(=O)(c1ccccc1F)N1CCN(c2nc3ccccc3s2)CC1	/	3.0%	-5%	-2%	-9%
O=C(CN1CCN(Cc2ccccc2)CC1)N1CCCc2c1c(=O)oc1ccc(O)cc21	0%	i	?	-5%	27%

Source: PubChem (Southern Research Specialized Biocontainment Screening Center)

No enrichment for hits (roughly 1.4% active in at least one column).
